IDE inh – inhibits human insulin-degrading enzyme in HEK cells; P14735; FAbetaB cleavage, fluorescence polarization; inhibition, % at 5.59 µM; actives 0.41% (n = 320,000);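 active = percent inhibition above the average of all tested compounds plus 3 SD, set per screening campaign, cut at about 16% in these data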;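 note: IDE supplied by intact live HEK cells; FP after avidin binding of uncleaved biotin substrate so inhibition keeps polarization high; 0% = DMSO wells and 100% = 60 µM reference IDE inhibitor Ii1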
GalR3 antagonist – antagonists of human GalR3; inhibition, % at 3 µM; actives 0.44% (n = 360,000); HEK293 GalR3-CNG cAMP membrane potential fluorescence; galR3 body fused to GalR1 C-terminus; AID 651719; O60755;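 active = inhibition above the screen-wide average plus 3 SD, cut at about 13% in these data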;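 note: forskolin and galanin both at EC90 stimulate the cells; cAMP rise reported by CNG channel membrane potential dye signal; 0% = forskolin plus galanin with DMSO and 100% = forskolin alone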
Target sequence (O60755 1-299 limits assumed): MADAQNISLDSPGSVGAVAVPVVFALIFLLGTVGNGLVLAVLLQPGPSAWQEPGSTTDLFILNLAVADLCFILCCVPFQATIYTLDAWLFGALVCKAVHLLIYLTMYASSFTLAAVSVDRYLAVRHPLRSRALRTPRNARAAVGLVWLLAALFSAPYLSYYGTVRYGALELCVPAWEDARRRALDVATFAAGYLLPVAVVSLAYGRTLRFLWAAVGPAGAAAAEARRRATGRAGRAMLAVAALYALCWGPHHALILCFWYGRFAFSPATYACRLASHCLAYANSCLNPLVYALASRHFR
CRFR2-BP antag – antagonists of CRF-binding protein/CRF-R2 receptor complex; HEK293 CRF-R2/CRF-BP, CRF-induced calcium fluorescence; inhibition, % at 11.8 µM; actives 0.59% (n = 350,000); AID 588475;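 active = inhibition of the ligand-induced calcium signal above about 50% at the single tested concentration, limit read from the data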
PHOSPHO1 inh – PHOSPHO1 (human) inhibition | recombinant PHOSPHO1, absorbance phosphatase assay | inhibition, % at 13.3 µM | actives 1.1% (n = 290,000) | AID 1565; in the data active = inhibition above about 60%
Target sequence (Q8TCT1 whole entry, looked up): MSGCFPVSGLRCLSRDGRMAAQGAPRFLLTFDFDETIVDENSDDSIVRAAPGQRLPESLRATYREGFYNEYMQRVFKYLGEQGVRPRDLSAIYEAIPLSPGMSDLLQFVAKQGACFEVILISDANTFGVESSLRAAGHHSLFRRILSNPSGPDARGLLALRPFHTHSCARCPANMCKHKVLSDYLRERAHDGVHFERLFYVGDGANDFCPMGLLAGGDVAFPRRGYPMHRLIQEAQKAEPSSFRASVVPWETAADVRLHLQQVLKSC
pCIP destab – lowers stability of the mouse p/CIP coactivator protein | decrease of EGFP signal, % at 10 µM | F442A p/CIP-EGFP cells, EGFP fluorescence, 16 h | Q05BA5 | actives 0.01% (n = 290,000);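 active = EGFP signal decrease of at least 30% at 10 µM or well 3 SD below plate mean, unless failing retest; inactive = the rest, including hits failing retest or dose response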; note: some compounds called inactive have numbers as strong as hits; many of its hits are not listed in these tables
CRFBP-R2 agonist – agonists of human CRF-binding protein/CRF-R2 receptor complex; AID 588473; HEK293 CRF-R2/CRF-BP, calcium dye fluorescence (FLIPR); percent of saturating CRF peptide response; actives 0.46% (n = 350,000); activation, % at 13.2 µM;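 active = activation of at least 50%, plus an integration ratio under a set limit after plate pattern correction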;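 note: plate controls were neutral control wells without compound for no effect and CRF at EC100 for full effect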
CHRM4 PAM – potentiates acetylcholine response at human M4 receptor; activation, % at 3 µM; AID 624126; CHO-K1 hM4/Gqi5, Fluo-8 calcium fluorescence, ACh EC20; 0% = ACh EC20, 100% = maximal ACh; P08173; actives 0.4% (n = 360,000);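 active = activation above its plate's cutoff, the mean activation of sample wells plus 3 SD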; note: some results filed as inactive read as strong as hits
IDE cell activ – boosts human insulin-degrading enzyme activity in HEK cells | FAbeta-B cleavage, fluorescence polarization; 0% vehicle, 100% cell-free pure enzyme wells | activation, % at 5.96 µM | actives 0.073% (n = 340,000) | AID 493087;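 active = activation above the mean of all tested compounds plus 3 SD, set per screening campaign, cut at about 17% in these data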
MEKK3 PB1 HTS – modulators (inhibitors or enhancers) of MEK5 binding to human MEKK3 PB1 domain; actives 1.4% (n = 290,000); AID 1529; binding response (% of control), % at 10 µM; bead-based flow cytometry, Alexa488-MEK5 binding to MEKK3; actives lie on both sides; 0 = blocked by unlabeled MEK5, 100 = vehicle; Q99759;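 active = binding response more than 3 SD above or below the average of its plate-row segment, actives on both sides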;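 note: Alexa488 bead fluorescence after subtracting the streptavidin-only scavenger bead signal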
Active calls of the source: *; · = not tested or not shown.

Under each structure – IDE inh, GalR3 antagonist, CRFR2-BP antag, PHOSPHO1 inh, pCIP destab, CRFBP-R2 agonist, CHRM4 PAM, IDE cell activ, MEKK3 PB1 HTS
COc1cc(CNCc2cccnc2)ccc1OCc1ccccc1
 : 1, 1, -21, 16, -1, 0.4, -8, 2, 98
COc1cc2nc(CN3CCOCC3)n(CC(=O)NCC(F)(F)F)c(=O)c2cc1OC
 : 7, -3, 5, -8, 2, 0.3, -8, 7, 98
O=C(c1ccc([N+](=O)[O-])cc1)N(c1ccccn1)c1ccccn1
 : 0, -4, 5, 15, 4, 4.3, -4, 4, 94
COC(=O)c1ccccc1OC(=O)c1cc2ccccc2oc1=O
 : -2, -6, 20, 37, 0, -0.1, -1, -2, 102
COc1ccc(C(=O)NCCN(C)C)c2nc3ccccc3cc12
 : ·, -4, 43, ·, ·, -2.6, -3, 8, ·
COc1cc(OC)cc(C(=O)NCC(=O)OCc2ccc(Cl)c(Cl)c2)c1
 : -4, -6, -2, ·, ·, -0.8, -3, 0, ·
CN(C)C(=S)NC(=O)c1cccc(Cl)c1
 : 7, 7, 11, 2, -11, -0.7, -9, 3, 98
Cc1ccc(S(=O)(=O)N2CCCC(C(=O)N3CCCc4ccccc43)C2)cc1 (stereo unspecified)
 : -4, -2, 17, -3, -9, -1.8, -1, -1, 101
CC(C)NC(=S)N1CCN(Cc2ccc3c(c2)OCO3)CC1
 : 0, 8, 1, 42, 2, -1.8, 1, 8, 91
c1cncc(C(c2nnnn2C2CCCCC2)N2CCN3CCCC3C2)c1 (stereo unspecified)
 : 6, -5, -27, -13, 5, -1.5, -5, -2, 96
Cc1ccc(NC(=O)c2ccc(S(=O)(=O)N3CCOCC3)cc2)nc1
 : 7, -3, 4, 6, 5, -0.2, -1, 0, 100
CCN(Cc1cc2ccccc2[nH]c1=O)C(=O)c1cccnc1
 : 4, -6, -2, -42, -6, -0.7, -7, 1, 108
Nc1c(Nc2ccccc2)c2ccccc2oc1=O
 : -6, -6, -28, -7, 1, 0.4, 8, 5, 100
COc1cccc([C@@H]2CC=C(C(=O)O)[C@H](c3cccc(Cl)c3)N2S(=O)(=O)c2ccc(C)cc2)c1
 : 3, -4, 4, ·, ·, 4.4, 9, -3, ·
O=C(CNC(=O)OCc1ccccc1)NCC(=O)Oc1ccc([N+](=O)[O-])cc1
 : ·, -5, -5, ·, ·, -3.7, 1, 2, ·
CCN(CC(=O)Nc1c(F)cccc1F)C(=O)C1CCN(C(=O)c2ccc(F)cc2)CC1
 : -4, -3, 15, ·, ·, -1.0, 9, -4, ·
O=C(NCc1ccncc1)c1cnccn1
 : -4, -4, 6, 9, -2, 0.3, -6, 2, 117
COc1cccc(Nc2ccc(C(=O)O)cc2N)c1
 : -1, -9, 6, 34, -3, -0.5, 0, 1, 105
CN(c1ccccc1)S(=O)(=O)c1cccc(NC(=O)Cc2ccc(Cl)cc2)c1
 : 3, -1, 27, ·, ·, 2.4, -9, 0, ·
COC(=O)[C@H]1[C@H](c2ccccc2)[C@H](C(=O)OC)O[C@H]1c1ccccc1
 : 0, -6, 14, ·, ·, -0.7, 2, 4, ·
Cc1cc(NC(=O)CCn2c(=O)sc3ccccc32)no1
 : 3, 2, 5, ·, ·, -1.3, -6, 0, 98
O=C(COc1cccc(F)c1)NNC(=O)Cc1ccc(S(=O)(=O)N2CCOCC2)s1
 : 1, -7, 0, ·, ·, 0.4, 5, -2, ·
Cc1ccn2c(CNC(C)CCn3cccn3)c(C(=O)N3CCCCCC3)nc2c1 (stereo unspecified)
 : 4, 1, 2, 40, -11, -1.2, -5, 4, 98
Cc1cc(-c2nnc(CCC(=O)N(C)Cc3cccc4ccccc34)o2)no1
 : 8, -6, 11, 53, -2, -2.1, 3, 1, 100
CCC(=O)Nc1ccc(S(=O)(=O)NC[C@H]2O[C@@H](n3cc(C)c(=O)[nH]c3=O)C[C@@H]2O)cc1
 : ·, -5, -13, ·, ·, 3.1, 6, ·, ·
Cc1ccc(NC(=O)CN(c2ccc(Cl)cc2)S(=O)(=O)c2cc([N+](=O)[O-])ccc2Cl)cc1
 : -2, -3, -1, 1, -6, 4.3, -4, 1, 100
CN(C)C(=O)c1ccc(NC(=O)COC(=O)/C=C/c2cccs2)cc1
 : -2, -1, 12, ·, ·, 0.0, 1, 2, ·
CC(Oc1ccc2c(c1)c1ccnc3c4ccccc4c(=O)n2c13)C(=O)NCCN1CCOCC1 (stereo unspecified)
 : 2, -8, -5, 29, 0, -1.5, 13, -4, 103
CN(CC(=O)Nc1ccc(C#N)cc1)Cc1ccc(Cl)c(Cl)c1
 : 3, -5, 10, 19, 5, 0.8, -17, 4, 103
CC(C)c1ccccc1NC(=O)c1ccco1
 : 1, -11, -29, ·, ·, 0.7, 6, 3, 106
CCCc1nnc(NC(=O)CCC(=O)N2CCN(c3ccccc3)CC2)s1
 : -6, -7, 10, 17, -12, 6.5, 7, -1, 101
CCC(=O)Nc1ccc(N2CCN(C(=O)c3cccs3)CC2)cc1
 : 3, -3, 1, 21, -5, 0.2, 11, 4, 100
CCCCN(C)CCC(=O)Nc1ccc2c(c1)CCC2
 : 4, -4, 7, 37, -3, -1.9, -3, 6, 98
Cc1nnc(NC(=O)CSCc2c(C)noc2C)s1
 : 6, -3, 3, ·, ·, 1.6, 8, 2, ·
O=C(CSc1nnc(CNC(=O)c2cccs2)o1)Nc1ccccc1
 : 4, -1, 8, 28, -13, -1.4, 2, 4, 87
O=C(NNC(=O)c1ccc(F)cc1)c1ccncc1
 : 5, -5, -3, 8, -7, -1.3, 3, 7, 110
Cc1ccc(C)c(Cn2c(O)c(N=NC(=S)Nc3ccccc3F)c3ccccc32)c1
 : 3, -4, 11, -7, 0, -0.4, 1, 0, 93
O=C(NCCN1CCOCC1)c1ccc(=O)oc1
 : -2, -4, 5, 7, -4, 3.4, -5, 4, 109
O=C(O)CSc1c2c(nc3cc(C(=O)NCCN4CCOCC4)ccc13)CCC2
 : 1, -6, -15, 2, -1, -0.9, ·, ·, 101
NC(=NC1CCCCC1)NS(=O)(=O)c1ccccc1
 : 4, -11, 16, 29, 4, -1.5, -8, -2, 101
CC(C)c1ccccc1NC(=O)COC(=O)c1cc([N+](=O)[O-])ccc1N1CCOCC1
 : 5, -6, 26, ·, ·, 1.5, -3, 1, ·
CN(C(=O)COC(=O)/C=C/c1ccc(F)cc1)c1c(N)n(Cc2ccccc2)c(=O)[nH]c1=O
 : -1, -2, -4, ·, ·, 1.1, 6, -1, ·
N#Cc1nc(COc2ccccc2Cl)oc1NCc1ccc(F)cc1
 : 7, -4, 3, 8, 0, 2.4, -26, -2, 100
CC(OC(=O)c1cccc(S(=O)(=O)N2CCCCC2)c1)C(=O)NCC1CCCCC1 (stereo unspecified)
 : ·, -5, 8, ·, ·, -2.8, -2, 0, ·
O=C(CNC(=O)c1cc(=O)[nH]c2ccc(S(=O)(=O)N3CCOCC3)cc12)Nc1ccc(F)c(F)c1
 : ·, -6, -6, ·, ·, 3.9, 12, 3, ·
OCCN1CCN(Cc2ccc3ccccc3c2)CC1
 : -2, -1, 9, 8, -2, -2.2, 6, 0, 108
S=C1N(c2ccccc2)C(c2ccccc2)N2CCCN12 (stereo unspecified)
 : 5, -7, 9, -9, -8, -1.7, 2, -1, 97
Cc1cccc(NC(=O)COc2cccc3c2CCN(Cc2ccccc2)C3=O)c1C
 : 2, -4, 3, -9, 6, -0.6, -4, 2, 98
COc1ccccc1OCC(=O)Nc1cc(S(=O)(=O)N2CCOCC2)ccc1N1CCCCC1
 : 2, -6, -19, ·, ·, 1.6, -1, 4, ·
O=[N+]([O-])c1ccc(CN2CCSCC2)cc1
 : -3, -3, 7, -16, -5, 12, 4, 2, 101
COc1ccc(CC(=O)O/N=C(\N)c2ccccc2)cc1OC
 : 4, -14, 5, 27, 1, -0.3, 4, 2, 99
C=CCn1nnnc1SCC(=O)Nc1ccccc1C(=O)OC
 : -2, -8, 6, 9, -7, -3.3, 9, 2, 102
C=CCn1c(-c2ccncc2)n[nH]c1=S
 : 3, -1, 21, 21, -4, -1.8, 6, ·, 101
COc1cc(OC)cc(C(=O)Nc2nc(CC(=O)NCc3ccccc3OC)cs2)c1
 : 8, -4, 20, ·, ·, -1.0, -15, 3, ·
Cc1cccc(C)c1N1CCN(C(=O)Cn2cncn2)CC1
 : 0, -1, 1, 11, 0, -0.4, 5, 3, 104
Cc1no[n+]([O-])c1COc1ccc(/C=C2\NC(=S)NC2=O)cc1
 : 5, 3, 10, -3, -5, 2.4, 6, 5, 121
O=C(CCCc1ccccc1)Nc1ccc(S(=O)(=O)N2CCOCC2)cc1
 : -1, 9, -7, 14, 0, -1.1, -4, 3, 99
CNC(=S)N(Cc1ccc(OC)cc1)C1CC(=O)N(c2ccc(Cl)cc2)C1=O (stereo unspecified)
 : -1, -2, 5, -6, 25, -1.0, 1, -2, ·
O=C(N/N=C\c1cn[nH]c1-c1ccccc1)c1cccs1
 : 0, -2, -7, 16, -1, 1.0, -4, 4, 96
Cc1c(Nc2cc(N3CCCCCC3)c3nonc3c2[N+](=O)[O-])c(=O)n(-c2ccccc2)n1C
 : -1, -2, -17, 24, -5, -2.2, 1, 0, 102

More compounds follow:
Under each structure – IDE inh, GalR3 antagonist, CRFR2-BP antag, PHOSPHO1 inh, pCIP destab, CRFBP-R2 agonist, CHRM4 PAM, IDE cell activ, MEKK3 PB1 HTS
Cc1ccc(S(=O)(=O)N2CCCCC2)cc1NC(=O)COC(=O)Cc1cccc2ccccc12
 : 4, -8, -1, -4, 3, -0.2, -2, 4, 99
COc1ccc(-c2ccc(C(=O)O)c(=O)[nH]2)cc1
 : -5, 9, 3, 28, -8, 1.1, 3, 3, 87
CC(NC(=S)Nc1ccc(OC(F)F)c(Cl)c1)C(C)(C)C (stereo unspecified)
 : 7, -6, 5, -8, 2, 39, -17, 4, 100
COc1cc2c(cc1OC)CN(CC(=O)NC(=O)NC(C)(C)C)CC2
 : 4, 0, 1, -7, -10, 3.0, 2, 6, 101
O=C(NNC(=S)NCc1ccco1)c1ccc(Cl)s1
 : 4, -3, 7, 103*, -12, -4.2, 17, 4, 105
c1cnc2ncc3sccc3c2c1
 : -3, -2, 15, -8, 1, 0.3, -1, 6, 93
O=C(CN1CCCCCC1)NC(c1ccccc1)c1ccccc1
 : -7, -4, -7, 8, -5, -0.9, -10, -1, 112
CCOC(=O)c1ccccc1NC(=O)CSc1nnc(Cc2cccn2C)n1-c1ccc(F)cc1
 : 0, -4, 0, 30, -10, -1.4, 5, 5, 104
Cc1cccnc1Nc1nc(-c2ccc(O)cc2)cs1
 : 6, -7, -7, 11, 4, -1.4, 0, -2, 101

Bioassay records as filed in PubChem BioAssay.
